Screening results (PubChem BioAssay)
pCIP destab: lowers stability of the mouse p/CIP coactivator protein | Q05BA5 | F442A p/CIP-EGFP cells, EGFP fluorescence, 16 h | decrease of EGFP signal, % at 10 µM | 0.01% of 290,000 active;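 active = EGFP signal decrease of at least 30% at 10 µM or well 3 SD below plate mean, unless failing retest; inactive = the rest, including hits failing retest or dose response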; note: some compounds called inactive have numbers as strong as hits; many of its hits are not listed in these tables
VIM-2 inh: inhibitors of Pseudomonas aeruginosa VIM-2 metallo-beta-lactamase; purified VIM-2, nitrocefin hydrolysis, epi-absorbance fluorescence; inhibition, % at 5.6 µM; 0.89% of 290,000 active; AID 1527;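 active = inhibition above the mean of all tested compounds plus 3 SD, cutoff set per screening run, cut at about 7.5% in these data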;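 note: red hydrolysis product quenches plate fluorescence so inhibitors raise well fluorescence; 0% = enzyme with DMSO and 100% = DMSO without enzyme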
PHOSPHO1 inh: inhibitors of human PHOSPHO1 phosphatase; inhibition, % at 13.3 µM; recombinant PHOSPHO1, absorbance phosphatase assay; 1.1% of 290,000 active; Q8TCT1; in the data active = inhibition above about 60%
Target sequence (Q8TCT1 whole entry, looked up): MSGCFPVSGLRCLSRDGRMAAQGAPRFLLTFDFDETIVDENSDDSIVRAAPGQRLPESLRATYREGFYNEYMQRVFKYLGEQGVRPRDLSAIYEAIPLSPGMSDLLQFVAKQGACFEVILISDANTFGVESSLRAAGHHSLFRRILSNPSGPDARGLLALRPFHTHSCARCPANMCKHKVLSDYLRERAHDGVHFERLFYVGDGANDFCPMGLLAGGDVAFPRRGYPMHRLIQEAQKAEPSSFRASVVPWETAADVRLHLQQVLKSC
PfM18AAP inh: blocks P. falciparum M18 aspartyl aminopeptidase; inhibition, % at 7.35 µM; AID 1822; 1.2% of 290,000 active; recombinant PfM18AAP, H-Glu-NHMec fluorogenic cleavage;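 active = inhibition above the campaign mean inhibition over all tested compounds plus 3 SD, cut at about 28% in these data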;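 note: 0% = plate median of test compound wells and 100% = 2 mM ZnCl2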
IMP-1 inhibitor: blocks Pseudomonas aeruginosa IMP-1 metallo-beta-lactamase | 0.45% of 290,000 active | purified IMP-1, nitrocefin hydrolysis, epi-absorbance fluorescence | inhibition, % at 5.6 µM;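 active = inhibition above the mean plus 3 SD of all compounds in the same screening run, cut at about 4.5% in these data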;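 note: 0% = IMP-1 with DMSO and 100% = DMSO wells lacking enzyme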
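System: Purified recombinant IMP-1 metallo-beta-lactamase enzyme | Measured by: Fluorescence quenching readout, ex 480/em 530 nm | Replication: Singlicate | Incubation: 15 min preincubation plus 25 min reaction at 25 °C | Evaluation: Percent inhibition from optical density relative to buffer-blank wells | Benchmarks: DMSO with and without IMP-1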
IDE inh: inhibitors of human insulin-degrading enzyme in cells; P14735; HEK cells, FAbetaB cleavage, fluorescence polarization; inhibition, % at 5.59 µM; 0.41% of 320,000 active; AID 434962;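 active = percent inhibition above the average of all tested compounds plus 3 SD, set per screening campaign, cut at about 16% in these data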;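 note: IDE supplied by intact live HEK cells; FP after avidin binding of uncleaved biotin substrate so inhibition keeps polarization high; 0% = DMSO wells and 100% = 60 µM reference IDE inhibitor Ii1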
IDE act: IDE (human) activation, cell-based | P14735 | HEK cells, FAbeta-B cleavage, fluorescence polarization; 0% vehicle, 100% cell-free pure enzyme wells | activation, % at 5.96 µM | 0.073% of 340,000 active | AID 493087;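 active = activation above the mean of all tested compounds plus 3 SD, set per screening campaign, cut at about 17% in these data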
GPR7 antagonist: blocks human GPR7 receptor signaling | GPR7-expressing cells, fluorescence antagonist assay | 1.1% of 290,000 active | inhibition, % at 4.4 µM | P48145; in the data active = inhibition above about 16%, passing the limit was not always enough;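 note: cells stimulated with the agonist NPW; 0% = agonist with vehicle and 100% = vehicle without agonist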
Target sequence (P48145 whole entry, looked up): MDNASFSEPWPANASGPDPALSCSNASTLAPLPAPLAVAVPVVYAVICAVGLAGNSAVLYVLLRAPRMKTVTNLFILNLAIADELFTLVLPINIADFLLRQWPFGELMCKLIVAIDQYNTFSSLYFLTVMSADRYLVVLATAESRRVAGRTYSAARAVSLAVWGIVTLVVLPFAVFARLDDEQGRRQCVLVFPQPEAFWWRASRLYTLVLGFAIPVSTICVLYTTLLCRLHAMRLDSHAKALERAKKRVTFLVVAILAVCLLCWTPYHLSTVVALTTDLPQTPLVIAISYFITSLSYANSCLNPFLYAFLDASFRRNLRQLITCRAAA
NALP1 inh: inhibitors of NALP1 inflammasome in yeast | inhibition, % at 10 µM | 0.61% of 280,000 active | S. cerevisiae NALP1/ASC/caspase-1 growth, X-gal OD620, 72 h; in the data active = inhibition mostly above about 24%, no sharp cut-off; inactive = mostly below about 32%; note: some compounds called inactive have numbers as strong as hits
* hit, by the source's call; . = no result given. Rows are unselected; any-hit rate near 5.3%.

Abbreviations: A = pCIP destab; B = VIM-2 inh; C = PHOSPHO1 inh; D = PfM18AAP inh; E = IMP-1 inhibitor; F = IDE inh; G = IDE act; H = GPR7 antagonist; I = NALP1 inh
1. O=C(CSC(=S)N1CCCCC1)c1ccccc1
  A: -5	B: -2.2	C: 45	D: -6	E: -1.5	F: 2	G: 3	H: -4	I: 9

2. O=C(COC(=O)c1ccncc1)Nc1ccccc1
  A: 2	B: 1.4	C: 8	D: -5	E: -0.7	F: -1	G: 0	H: 5	I: 1

3. CCn1c(SCC(=O)N2c3ccccc3CCc3ccccc32)nc2c1c(=O)n(C)c(=O)n2C
  A: .	B: -1.9	C: .	D: 2	E: -3.6	F: 11	G: -3	H: -2	I: .

4. CCOC(=O)C1CCN(C/C=C/c2ccccc2)CC1
  A: 1	B: -1.4	C: 25	D: -3	E: -2.6	F: .	G: 3	H: -24	I: 15

5. CCN(CC)CCCNC(=O)/C(=C\c1cccn1C)NC(=O)c1cccs1
  A: -1	B: -1.3	C: 12	D: 0	E: -1.8	F: 1	G: 1	H: -5	I: -29

6. CCC(C)Oc1ccc(/C=C/c2[nH]c(=O)[nH]c(=O)c2[N+](=O)[O-])cc1OC (configuration not stated)
  A: 10	B: -1.9	C: 18	D: 7	E: -2.8	F: 2	G: 5	H: -8	I: 2

7. Cc1cc(C)n(CCNC(=O)c2cc(COc3ccc(F)cc3Cl)on2)n1
  A: 9	B: -2.6	C: 15	D: -1	E: -1.7	F: 2	G: 1	H: -10	I: 1

8. Cn1cc(C(=O)NC2C3CC4CC(C3)CC2C4)cn1 (configuration not stated)
  A: -7	B: -2.9	C: -7	D: 4	E: -2.1	F: -1	G: 0	H: -9	I: 23

9. O=C(Nc1ccccc1N1CCN(C(=O)c2ccccc2)CC1)c1ccccc1Cl
  A: 8	B: -1.9	C: 9	D: -3	E: -2.2	F: -4	G: 0	H: 8	I: .

10. COc1ccc(OCC(=O)N2CCN(C(=O)c3cccc4ccccc34)CC2)cc1
  A: -17	B: -1.4	C: 7	D: -2	E: -3.5	F: 9	G: 2	H: -8	I: 13

11. COc1ccc(C(=O)NCc2ccccn2)cc1[N+](=O)[O-]
  A: 11	B: 0.4	C: -29	D: -10	E: 0.0	F: -3	G: 2	H: 6	I: 20

12. Cc1onc(-c2c(F)cccc2Cl)c1C(=O)NCCN1CCNC1=O
  A: -2	B: -0.7	C: 1	D: -7	E: -2.9	F: -1	G: .	H: -4	I: 4

13. Cc1ccc(NC2CCCN(C(=O)c3snnc3C)C2)cc1C (configuration not stated)
  A: 8	B: 0.1	C: 29	D: 16	E: 1.1	F: -3	G: -2	H: 15	I: -28

14. CCCOCCc1nnc(N)s1
  A: -9	B: -1.1	C: 25	D: -4	E: -3.4	F: -3	G: -1	H: -12	I: .

15. COc1ccc(C(=O)N2CCN(C(=O)c3ccco3)CC2)cc1OC
  A: -2	B: -0.8	C: 35	D: 0	E: -2.7	F: -1	G: 2	H: -10	I: 18

16. Nc1c(C(=O)N/N=C/c2ccc(F)cc2)oc2nc(-c3ccccc3)cc(-c3ccco3)c12
  A: -12	B: -1.8	C: 27	D: 3	E: -5.2	F: 0	G: 7	H: -18	I: .

17. O=c1[nH]c(=S)c2c(n1-c1ccccc1)CCC2
  A: 4	B: -0.5	C: 11	D: 9	E: -2.4	F: 0	G: 1	H: -9	I: 25

18. O=c1c2ccccc2nnn1CSc1nnc(-c2ccc3c(c2)OCO3)o1
  A: -3	B: -1.4	C: 20	D: 12	E: -4.5	F: -2	G: 3	H: -10	I: -4

19. Cc1cc(C)n2nc(-c3ccccc3)cc2n1
  A: 0	B: 2.4	C: 55	D: -9	E: -0.5	F: 2	G: 1	H: 2	I: 12

20. CCn1cc(C(=O)NCCc2ccccc2C)c(=O)c2ccc(C)nc21
  A: -2	B: -1.4	C: 19	D: -2	E: -1.5	F: .	G: 2	H: -15	I: 16

21. O=C1CC(N(CCc2ccccc2)C(=S)Nc2cc(Cl)ccc2Cl)C(=O)N1c1c(Cl)cccc1Cl (configuration not stated)
  A: -1	B: -1.1	C: 13	D: 1	E: -1.0	F: 1	G: 6	H: 18	I: 8

22. O=C(Nc1ccc(CN2CCCCC2)cc1)c1sc2ccccc2c1Cl
  A: -8	B: 0.4	C: 14	D: 2	E: -1.4	F: 9	G: -2	H: -4	I: .

23. O=C(c1cc([N+](=O)[O-])ccc1N1CCCC1)N1CCCCC1
  A: 8	B: -1.4	C: 4	D: -8	E: -3.8	F: 5	G: 1	H: 8	I: 14

24. O=C(CSc1nnc(-c2cccnc2)n1-c1ccccc1)Nc1ccccn1
  A: -11	B: -3.8	C: -4	D: 1	E: -2.4	F: 9	G: -18	H: -10	I: 23

25. COCCn1c(SCC#N)nnc1-c1ccc2c(c1)OCO2
  A: -17	B: -4.2	C: 30	D: -2	E: -1.4	F: 2	G: -1	H: -2	I: 23

26. CCC(C)c1ccc(O)c(NC(=O)c2ncn[nH]2)c1 (configuration not stated)
  A: -6	B: -0.9	C: 24	D: 18	E: -1.0	F: -1	G: -2	H: -2	I: -2

27. COc1cccc(CNc2ccc3[nH]c(=O)[nH]c3c2)c1OCc1ccccc1
  A: 2	B: -2.0	C: 20	D: -44	E: -3.6	F: .	G: 0	H: -10	I: 8

28. O=C(NCc1ccccc1)N1CCN(c2ccccc2)CC1
  A: 4	B: -1.6	C: 24	D: -4	E: -3.9	F: 6	G: 3	H: -7	I: 12

29. O=C(O)CCNc1nc(C(F)(F)F)nc2ccccc12
  A: -8	B: -0.7	C: 20	D: -10	E: -2.0	F: 1	G: 6	H: -10	I: 3

30. Cc1cc([N+](=O)[O-])nn1Cc1ccc(C(=O)N/N=C/c2ccc(O)cc2O)cc1
  A: -1	B: -2.3	C: 16	D: 15	E: -1.7	F: -1	G: 0	H: -5	I: 33

31. O=C(NCc1ccco1)C1CC(=O)N(c2ccc(O)cc2)C1 (configuration not stated)
  A: 6	B: -0.7	C: -23	D: 11	E: -3.2	F: -3	G: 0	H: -16	I: -12

32. O=C1OCCN1/N=C/c1ccc([N+](=O)[O-])o1
  A: -9	B: -0.5	C: 4	D: 11	E: 0.3	F: -1	G: 7	H: -3	I: 13

33. COC(=O)[C@H](C)NC(=O)/C=C/c1ccc(OC)cc1
  A: 8	B: -2.9	C: 16	D: -2	E: -1.8	F: 3	G: -4	H: -3	I: 26

34. CCCN1CCN(S(=O)(=O)c2ccc3c(c2)CC(C)N3C(=O)C2CC2)CC1 (configuration not stated)
  A: -14	B: 0.2	C: 7	D: -3	E: -2.0	F: 1	G: -3	H: 0	I: 8

35. Cc1cccc(C)c1OCC(O)Cn1nnc2ccccc21 (configuration not stated)
  A: -23	B: -2.3	C: 49	D: -2	E: -1.8	F: 4	G: -3	H: 0	I: 8

36. Cc1cc(-n2cc(Br)c(=O)[nH]c2=O)nc(-c2ccccc2)n1
  A: 6	B: -0.1	C: 28	D: 8	E: -0.7	F: -3	G: 5	H: -5	I: .

37. C/C(CC(=O)Nc1ccccn1)=N\NC(=O)C(=O)Nc1cccc(Cl)c1C
  A: -23	B: -1.1	C: 34	D: 9	E: -2.1	F: 2	G: 0	H: -5	I: 15

38. COc1ccc(CN(C)CC(=O)NC2CCCc3ccccc32)cc1OC (configuration not stated)
  A: -11	B: -2.8	C: -3	D: 3	E: 0.8	F: 10	G: 6	H: 3	I: 2

39. Cn1c(=O)c2cc(S(=O)(=O)NCCC(=O)Nc3ccccc3F)ccc2n(C)c1=O
  A: -4	B: -1.6	C: 17	D: -8	E: -3.3	F: 0	G: 3	H: -1	I: 4

40. CC(C)CSc1nsc(N)n1
  A: 0	B: -0.5	C: 3	D: -6	E: -4.2	F: 1	G: 5	H: -1	I: 6

41. CC1CCCCN1S(=O)(=O)c1ccc2c(c1)oc(=O)n2CC(=O)O (configuration not stated)
  A: -11	B: 1.0	C: 21	D: -2	E: -2.3	F: -1	G: 0	H: 15	I: -1

42. COc1ccc(C(=S)NC2CCCCC2)cc1
  A: 6	B: -0.7	C: 88*	D: 0	E: -1.8	F: 3	G: -2	H: 3	I: -14

43. COC(=O)c1sc(N2C(=O)c3oc4ccccc4c(=O)c3C2c2cccc(O)c2)nc1C (configuration not stated)
  A: 2	B: -0.8	C: 13	D: 2	E: -3.0	F: 1	G: 6	H: -11	I: .

44. COc1cc(OC)cc(C(=O)Nc2cccc3cccnc23)c1
  A: 7	B: -0.9	C: 24	D: -5	E: 0.2	F: -2	G: 7	H: 5	I: 3

45. Cc1cc2nc(-c3cccc(NC(=O)c4ccc(Br)o4)c3)oc2cc1C
  A: -14	B: -4.3	C: 3	D: 4	E: 1.3	F: 3	G: 7	H: -6	I: -7

46. Cc1occc1-c1nnc(SCC(=O)Nc2ccccc2)n1C
  A: -9	B: -0.8	C: 19	D: 4	E: -2.2	F: 5	G: -4	H: 3	I: 0

47. CC(C)CC(=O)c1c[nH]c(C(=O)NCc2ccccc2)c1
  A: -2	B: -0.6	C: 16	D: -15	E: -1.4	F: 0	G: -5	H: -3	I: 15

48. COc1ccc(CC(=O)N/N=C(/C)CC(=O)N(C)c2ccccc2)cc1
  A: -14	B: -3.5	C: 23	D: -1	E: -2.5	F: 0	G: -2	H: 0	I: 9

49. C=CCN1C(=O)/C(=C/c2ccc(O)c(OC)c2)S/C1=N/c1nccs1
  A: -10	B: 1.9	C: -4	D: 2	E: -0.4	F: 154*	G: -142	H: -10	I: 30

50. CN(C(=O)COC(=O)c1ccc([N+](=O)[O-])cc1N)c1ccccc1
  A: 0	B: -0.5	C: 28	D: 1	E: -1.2	F: 4	G: -5	H: 0	I: 16

51. CS(=O)(=O)Nc1ccc(C2=NN(S(C)(=O)=O)C(c3cccs3)C2)cc1 (configuration not stated)
  A: -2	B: 0.8	C: -7	D: 1	E: -3.2	F: -5	G: -3	H: -8	I: 15

52. COc1ccc(-n2nc(C(=O)NCC(=O)N3CCN(c4ccccc4F)CC3)c3ccccc3c2=O)cc1OC
  A: -7	B: 2.2	C: 42	D: -2	E: 1.1	F: 2	G: 0	H: 12	I: 23

53. CCn1cc(C(=O)N[C@@H](CCSC)C(=O)NCCCn2ccnc2)c(=O)c2cc3c(cc21)OCO3
  A: -3	B: 4.2	C: 28	D: -12	E: -0.7	F: -4	G: 0	H: 0	I: 0

54. COc1ccc(N(CC(=O)Nc2c(C)cccc2C)S(=O)(=O)c2ccccc2[N+](=O)[O-])c(OC)c1
  A: -6	B: 0.4	C: -3	D: -5	E: -5.5	F: 0	G: 1	H: 16	I: 18

55. N#Cc1ccc(C(=O)N/N=C/c2cn(CC(=O)O)c3ccccc23)c(F)c1
  A: -11	B: 0.2	C: -9	D: -1	E: -0.2	F: -1	G: -2	H: -8	I: 15

56. COc1ccccc1S(=O)Cc1ccc(C(=O)NCc2ccccc2Cl)o1 (configuration not stated)
  A: -3	B: -2.0	C: -2	D: -14	E: -4.5	F: 3	G: 6	H: -4	I: -15
